M4 ag – human M4 muscarinic receptor agonists, primary screen, CHO-K1 cells, Fluo-8 calcium fluorescence; Muscarinic acetylcholine receptor M4 (Homo sapiens), P08173; activation, % at 3 µM; AID 624127, 2012; CHO-K1 hM4/Gqi5; vehicle 0%, full acetylcholine response 100%; actives 0.14% (n = 360,000);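 active = activation above the run mean over all test wells plus 3 SD, cut at about 32% in these data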;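 also: peak over basal fluorescence ratio per well then scaled between controls; 0% = DMSO wells and 100% = acetylcholine at EC100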
Target sequence (P08173 whole entry, looked up): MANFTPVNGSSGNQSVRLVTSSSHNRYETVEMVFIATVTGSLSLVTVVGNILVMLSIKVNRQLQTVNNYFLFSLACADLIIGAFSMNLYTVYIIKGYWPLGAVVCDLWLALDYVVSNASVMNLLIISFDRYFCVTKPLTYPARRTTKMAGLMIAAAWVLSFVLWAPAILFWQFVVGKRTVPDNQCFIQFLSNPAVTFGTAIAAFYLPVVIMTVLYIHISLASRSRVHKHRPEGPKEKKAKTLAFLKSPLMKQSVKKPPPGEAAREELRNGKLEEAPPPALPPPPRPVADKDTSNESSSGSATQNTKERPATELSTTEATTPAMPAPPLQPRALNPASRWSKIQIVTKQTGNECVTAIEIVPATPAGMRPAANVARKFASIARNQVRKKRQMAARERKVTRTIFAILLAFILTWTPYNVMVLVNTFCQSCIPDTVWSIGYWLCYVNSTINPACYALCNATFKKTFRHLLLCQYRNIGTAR
CHO-K1 Ca ag – counter-screen for M1 agonists: effect in parental CHO-K1 cells; Fluo-8 calcium fluorescence; scaled to maximal ATP response, vehicle zero; actives 0.48% (n = 360,000); activation, % at 3 µM; in the data active = activation above about 15%;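 also: untransfected CHO-K1 host cells lacking M1 receptor as counterscreen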
CHRM1 antagonist – human M1 muscarinic receptor antagonists, primary screen, CHO-K1 cells, Fluo-8 calcium fluorescence, 1536-well. actives 1.3% (n = 360,000). CHO-K1 hM1, ACh EC80 antagonist. inhibition, % at 3 µM. Muscarinic acetylcholine receptor M1 (Homo sapiens), P11229. AID 588852, 2011;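 active = percent inhibition above its own plate's cutoff, namely the mean of that plate's compound wells plus 3 SD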;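 also: peak over basal fluorescence ratio during 140 s after agonist addition; 0% = ACh EC80 plus DMSO and 100% = DMSO alone without agonist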
M1 ag – human M1 muscarinic receptor agonists, primary screen, Fluo-8 calcium fluorescence, CHO-K1 cells, HTS. CHO-K1 hM1, agonist mode; 0% DMSO, 100% acetylcholine EC100. activation, % at 3 µM. AID 588814, 2011. actives 0.33% (n = 360,000). Muscarinic acetylcholine receptor M1 (Homo sapiens), P11229;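 active = activation above the run's mean compound activation plus 3 SD, cut at about 16% in these data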;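 also: peak over basal fluorescence ratio within a 140 s kinetic read after compound addition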
CHRM1 PAM – human M1 muscarinic receptor positive allosteric modulators, primary screen, CHO-K1 cells, Fluo-8 calcium fluorescence, 1536-well; CHO-K1 hM1, ACh EC20; 0% = ACh EC20, 100% = maximal ACh; activation, % at 3 µM; actives 0.088% (n = 360,000); in the data active = activation above about 19%, passing the limit was not always enough
CHO parental Ca – ATP-evoked calcium signal inhibitors, parental CHO, primary screen, counter-screen for OX1R antagonist project, cell-based, fluorescence, Fluo-8 calcium dye; parental CHO-K1, ATP-induced calcium, Fluo-8 fluorescence; actives 0.63% (n = 330,000); inhibition, % at 5.6 µM;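 active = inhibition above that plate's mean sample inhibition plus 3 SD, cut at about 26% in these data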;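 also: 0% = ATP-challenged DMSO wells and 100% = DMSO wells without ATP; some compounds past the cut are filed as inactive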
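Test system: untransfected parental CHO cell line; also added: ATP stimulus; dosing: 5.6 µM, single dose; signal: calcium-sensitive Fluo-8 fluorescence; measure: percent inhibition of ATP-evoked calcium rise, normalized to controls; benchmarks: low control ATP plus DMSO, high control DMSO only; replication: one well per compound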
CHO-K1 Ca antag – M1 antagonist counterscreen hit in parental CHO-K1 cells | ATP-induced calcium, Fluo-8 fluorescence | AID 602250 | inhibition, % at 3 µM | actives 0.6% (n = 360,000);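 active = inhibition above a per-plate cutoff, the plate's mean sample inhibition plus 3 SD, cut at about 24% in these data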;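 also: 0% = DMSO plus EC80 ATP and 100% = DMSO alone without ATP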
OXTR potentiator – human OXTR potentiators, primary screen, fluorescence, CHO-OTR cells, Fluo-8 calcium; Oxytocin receptor (Homo sapiens), P30559; activation, % at 3 µM; actives 0.061% (n = 320,000); Fluo-8 calcium fluorescence, potentiator mode; 0% = oxytocin EC15, 100% = EC100;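 active = activation above that plate's cutoff, the mean activation of tested compounds plus 3 SD, cut at about 6.6% in these data, passing the limit was not always enough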;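 also: 100% uses oxytocin at 75 nM as the full agonist control; some results filed as inactive read as strong as hits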
Target sequence (P30559 whole entry, looked up): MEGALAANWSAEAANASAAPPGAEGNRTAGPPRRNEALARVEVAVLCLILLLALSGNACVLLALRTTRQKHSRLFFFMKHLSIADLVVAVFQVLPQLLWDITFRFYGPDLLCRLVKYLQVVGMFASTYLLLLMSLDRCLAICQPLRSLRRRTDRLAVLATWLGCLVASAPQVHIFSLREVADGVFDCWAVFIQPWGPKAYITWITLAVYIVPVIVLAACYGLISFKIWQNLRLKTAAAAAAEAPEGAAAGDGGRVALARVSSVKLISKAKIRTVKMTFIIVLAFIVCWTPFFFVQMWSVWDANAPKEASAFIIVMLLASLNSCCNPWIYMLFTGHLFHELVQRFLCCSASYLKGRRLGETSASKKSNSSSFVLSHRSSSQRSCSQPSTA
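Assay system: CHO cell line stably expressing human OTR. Reagent: EC15 oxytocin agonist. Dosing: single dose, 3.0 µM nominal final compound concentration. Timing: compound 6 min at room temperature before oxytocin, 100 s read. Signal: kinetic Fluo-8 calcium fluorescence. Controls: oxytocin EC15 low and EC100 high.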
M4 antag – human M4 muscarinic receptor antagonists, primary screen, CHO cells, Fluo-8 calcium fluorescence. Muscarinic acetylcholine receptor M4 (Homo sapiens), P08173. CHO-hM4 cells, ACh EC80. inhibition, % at 3 µM. actives 0.73% (n = 360,000);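 active = inhibition above its plate's cutoff, the mean inhibition of sample wells plus 3 SD, cut at about 27% in these data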;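 also: 0% = acetylcholine EC80 with DMSO and 100% = DMSO without agonist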
Starred values were filed as active, the others as inactive; nt = no result given.

SMILES | M4 ag | CHO-K1 Ca ag | CHRM1 antagonist | M1 ag | CHRM1 PAM | CHO parental Ca | CHO-K1 Ca antag | OXTR potentiator | M4 antag
COC(=O)CN1C(=O)[C@H]2[C@@H](c3ccc(C)o3)N3C(=O)CN(CC4CC4)C(=O)[C@@]3(Cc3ccccc3)[C@H]2C1=O | 1.6 | -0.1 | 7.9 | 3.7 | 2.1 | -23.8 | -6.7 | 6.9 | -6.0
CCOC(=O)c1sc(N(C)C(C)=O)nc1C | 0.6 | 0.4 | -22.2 | -2.7 | 5.4 | -10.5 | -4.8 | -8.9 | -3.6
CN(C)C(=O)c1ccc(-c2nnc(OCc3nc4ccccc4n3C)c3ccccc23)cc1 | 0.0 | 0.8 | -6.6 | -2.2 | 3.4 | nt | -7.8 | nt | -1.4
Cc1nn(-c2ccccc2)c(Cl)c1/C=N/NC(=O)c1[nH]ncc1Br | 16.6 | 5.6 | 9.8 | 2.1 | -4.2 | -10.0 | -6.5 | -12.1 | -16.6
Cc1cc(C=O)c(C)n1-c1cc(C(=O)O)cc(C(=O)O)c1 | 0.7 | 0.9 | -7.7 | -2.6 | 9.8 | -5.5 | -18.2 | -0.9 | 2.8
COc1ccc(NC(=O)CCSc2cc(C)c3ccccc3n2)cc1 | 0.5 | -0.1 | -4.5 | -6.2 | 3.1 | -27.4 | -14.6 | -5.5 | -12.5
OC1(c2ccc(OC(F)F)cc2)CSC(=Nc2cccnc2)N1Cc1ccco1 (stereo not given) | 2.6 | 8.9 | 29.5 | -3.8 | -13.3 | nt | -5.6 | nt | 11.1
COCCNC(=O)CN1C(=O)NC2(CCCCCC2)C1=O | 0.2 | 0.9 | 3.9 | -0.4 | 4.4 | -17.8 | -17.6 | -3.6 | -1.5
COC(=O)C1=C(C)N=C2SC(C#N)=C(N)N2C1c1ccc(OCc2ccccc2)cc1 (stereo not given) | 0.7 | 2.1 | -7.9 | -3.8 | 7.1 | -11.7 | -0.9 | -11.1 | 2.5
CCN(CC)c1ccc(NC(=O)c2cccc(F)c2)c(C)c1 | 0.2 | 0.4 | -1.9 | -6.0 | 1.7 | 4.8 | -3.7 | -4.6 | -17.1
O=C(NCc1ccc2c(c1)OCO2)c1cccc(F)c1 | 0.5 | 1.0 | -3.4 | -3.6 | 5.4 | -11.7 | -8.0 | -5.4 | -0.3
Cc1ccc(C)c(NC(=S)N2CCC(NC(=O)c3ccco3)CC2)c1 | 0.4 | 0.5 | -14.8 | -6.1 | 13.5 | -12.7 | -12.8 | -4.7 | 4.1
COc1cccc(NC(=O)CCC(=O)N2CC(C)Oc3ccc(C)cc32)c1 (stereo not given) | 6.7 | 0.9 | -3.4 | -2.3 | -2.3 | -4.0 | -1.5 | -7.6 | -11.7
O=C(OCn1nnc2ccccc2c1=O)c1ccc(S(=O)(=O)N2CCOCC2)cc1 | 3.0 | 1.9 | -3.6 | -3.6 | 4.9 | -8.2 | -7.8 | -3.7 | -1.1
C/C(CC(=O)NCc1ccco1)=N\NC(=O)c1ccc(Cl)cc1Cl | 0.3 | -0.4 | -6.8 | 0.1 | 11.8 | 4.0 | 3.1 | -7.4 | 11.2
C/C(=N\NC(=O)c1ccc(=O)[nH]n1)c1cccnc1 | 0.6 | -0.2 | -0.4 | -1.1 | 2.2 | -1.4 | -3.0 | 0.3 | -0.7
O=C(COc1ccc(F)cc1)N(Cc1ccc(Cl)cc1)C1CCS(=O)(=O)C1 (stereo not given) | 4.3 | 1.9 | 9.5 | 0.3 | -1.4 | -7.9 | -2.2 | -6.8 | 8.1
Cn1c(COc2ccccc2)nnc1SCc1cc(=O)[nH]c2ccccc12 | 1.3 | 0.4 | -3.9 | -3.0 | 6.7 | -10.8 | -12.8 | -3.8 | 5.4
COCCCNC(=O)c1ccc(Cn2c(=O)c3ccccc3n(CC(=O)NCCc3ccc(OC)c(OC)c3)c2=O)cc1 | -0.1 | -0.2 | -3.0 | -1.1 | 4.5 | -16.4 | -4.0 | -4.8 | -0.2
COc1ccc(C(=O)CCNc2ccc(F)cc2)cc1 | 0.5 | 1.2 | -3.0 | -3.0 | 1.7 | -19.0 | -3.7 | -8.4 | -0.1
CN(C)c1ccc(C2OC(=O)C3(CCCC3)C(=O)C2(C)C)cc1 (stereo not given) | 0.8 | -0.5 | -1.7 | -1.6 | 0.6 | -6.2 | 7.8 | -3.6 | 1.0
Cc1ccc(NC(=O)c2cccc(S(C)(=O)=O)c2)cc1 | 1.4 | 1.9 | -7.8 | -6.9 | 8.2 | 1.7 | -1.6 | -3.8 | 0.9
C=CCN1C(=O)C2(OCCO2)c2cc(C)ccc21 | -0.6 | 0.1 | -11.4 | -4.4 | 14.1 | -0.8 | -2.8 | -14.7 | -19.4
COc1cc2[nH]c(=O)n(CCC(=O)N3CCc4ccccc4C3)c(=O)c2cc1OC | 0.8 | 0.1 | -12.9 | -3.8 | 5.8 | -11.0 | -12.2 | -10.1 | -1.5
CCN(CC)C(=O)CN(C#N)c1nc(OC)nc(N(C)C)n1 | 0.8 | 0.9 | -14.1 | -2.0 | 7.7 | -13.2 | -13.8 | -8.1 | -0.1
Following part:
SMILES | M4 ag | CHO-K1 Ca ag | CHRM1 antagonist | M1 ag | CHRM1 PAM | CHO parental Ca | CHO-K1 Ca antag | OXTR potentiator | M4 antag
Cc1ccc(CN2CCN(/N=C/C=C/c3ccccc3[N+](=O)[O-])CC2)cc1 | 2.6 | 1.0 | 8.5 | -12.5 | -9.0 | -5.7 | 3.1 | -5.4 | -3.0
COc1ccc(N2C(=O)CC(N3CCCCC3)C2=O)cc1 (stereo not given) | 1.1 | -0.5 | -1.6 | 1.0 | -4.5 | -2.3 | -6.0 | -8.5 | -3.7
COc1ccc(CCNS(=O)(=O)c2ccc(S(=O)(=O)N3CCCC3)cc2)cc1OC | 7.4 | 5.5 | -13.5 | -6.8 | 1.7 | -12.1 | -21.3 | -16.6 | -3.9
COc1ccc(-c2nnnn2C(C)C)cc1S(=O)(=O)Nc1ccccc1 | 1.3 | 0.8 | 6.8 | 0.9 | 1.7 | -7.0 | 1.3 | -1.5 | 4.8
Cc1ccc(C(=O)C(c2ccccc2)N2Cc3ccccc3C2=N)cc1 (stereo not given) | -2.0 | -0.2 | 9.4 | -12.9 | -9.4 | 23.2 | -1.7 | -10.2 | 15.3
COc1ccc(-c2nnc(SC3CCOC3=O)n2C2CCCCC2)cc1OC (stereo not given) | 0.6 | 1.5 | -1.9 | -0.2 | 4.0 | -8.2 | -35.5 | -3.5 | 4.3
CCCOc1ccc(N2C(=O)CC(N(CCc3ccc(OC)cc3)C(=O)/C=C/C(=O)O)C2=O)cc1 (stereo not given) | 0.9 | 0.3 | -5.5 | -4.1 | -1.2 | -2.3 | -12.0 | -10.2 | 4.7
C=CCn1c(Cc2cccs2)nnc1SCC(=O)Nc1cccc(OC)c1 | 0.2 | 1.0 | -2.0 | -5.2 | -4.3 | -10.7 | 2.0 | -10.6 | -2.9
CCOc1ccc(N2CC(C(=O)Nc3ncccc3C)CC2=O)cc1 (stereo not given) | 0.2 | 0.0 | -4.9 | -2.6 | 4.3 | -1.1 | -0.6 | -9.8 | 2.8
O=S1(=O)N=C(Nc2ccc(N3CCOCC3)c(Cl)c2)c2ccccc21 | 11.1 | 3.5 | 5.9 | -1.3 | -17.0 | 6.1 | 6.4 | -4.8 | -1.0
CSc1nc(C(=O)N2CCc3c([nH]c4ccccc34)C2c2ccccn2)cs1 (stereo not given) | 2.6 | 0.6 | -2.8 | -8.0 | -4.0 | -23.3 | -6.5 | -10.4 | -2.7
COC(=O)c1ccccc1-c1ccc(C=O)o1 | 2.1 | -0.2 | 0.2 | -4.7 | 7.3 | -13.1 | 2.8 | -20.5 | 8.6
COC(=O)c1ccc(CC(=O)c2nc3ccccc3s2)cc1 | -0.1 | 0.5 | -9.7 | -4.2 | 4.1 | -8.2 | -0.3 | -10.0 | -2.6
COc1ccc(C(=O)NNC(=O)C(=O)Nc2ccc(C)cc2)cc1 | 2.8 | 1.1 | -9.3 | -2.1 | 4.3 | -0.7 | -11.3 | -3.4 | -17.8
O=C(OC(C(=O)Nc1ccc([N+](=O)[O-])cc1Br)c1ccccc1)c1ccccc1 (stereo not given) | 0.6 | 8.1 | 5.8 | -2.0 | 0.5 | 0.4 | -12.8 | -5.9 | -4.5
COc1cc(/C=C2\C(=O)NN(c3ccc(C)cc3)C2=O)cc([N+](=O)[O-])c1O | 0.1 | -0.3 | -17.6 | -5.3 | 16.7 | -2.0 | -8.6 | -6.2 | -11.5
COc1ccc(NC(=O)C(C)N2c3cccc4cccc(c34)S2(=O)=O)c(OC)c1 (stereo not given) | 2.6 | 2.9 | 4.7 | -2.7 | 0.7 | -34.8 | -17.3 | -0.4 | -7.7
CCC(C(=O)Nc1cc(F)ccc1F)n1nc(C)c2c(C)n(-c3ccc(C)cc3)nc2c1=O (stereo not given) | -0.8 | -0.1 | -3.3 | -13.6 | -14.5 | 5.5 | -24.9 | -3.8 | -14.4
CC(C)(CNC(=O)c1cc2c(s1)CCCC2)N1CCOCC1 | 2.0 | -0.3 | 24.7 | -7.5 | -8.4 | -2.6 | 14.9 | 0.8 | 6.8
COc1cccc(-n2c(Cc3cc(=O)[nH]c(=O)[nH]3)nnc2SC(C)C)c1 | 0.9 | 0.3 | -2.2 | -0.9 | -1.1 | -4.0 | 3.9 | 0.8 | 0.8
COc1ccc(C(CNC(=O)Nc2cccc(C)c2)N2CCN(C)CC2)cc1 (stereo not given) | 0.9 | 0.1 | 10.2 | -1.6 | -3.9 | -25.5 | 3.7 | -12.7 | 3.5
O=C(CNc1ccccc1)N/N=C/c1c[nH]c2ccccc12 | 2.8 | 0.4 | 0.1 | -5.1 | 0.6 | -6.2 | 8.4 | -9.6 | -0.9
CC1CCN(CCCNS(=O)(=O)c2ccc3c(c2)CCN3C(=O)C2CC2)CC1 | 2.1 | 6.2 | -4.8 | -6.0 | 7.3 | -20.7 | -0.3 | 0.9 | -0.3
COc1ccc(-c2cc3cc(F)ccc3cn2)cc1 | 4.7 | -0.5 | 6.7 | 11.8 | 12.7 | -15.9 | -11.9 | 5.9 | -4.1

2 entries from above, with values under each structure.
Screens in order: M4 ag | CHO-K1 Ca ag | CHRM1 antagonist | M1 ag | CHRM1 PAM | CHO parental Ca | CHO-K1 Ca antag | OXTR potentiator | M4 antag
O=C(OCn1nnc2ccccc2c1=O)c1ccc(S(=O)(=O)N2CCOCC2)cc1
→ 3.0 | 1.9 | -3.6 | -3.6 | 4.9 | -8.2 | -7.8 | -3.7 | -1.1
C/C(CC(=O)NCc1ccco1)=N\NC(=O)c1ccc(Cl)cc1Cl
→ 0.3 | -0.4 | -6.8 | 0.1 | 11.8 | 4.0 | 3.1 | -7.4 | 11.2

Compound activity from PubChem.
